Screening results as filed in PubChem BioAssay.
HTT aggregate: inhibitors of mutant huntingtin aggregate formation in PC12 cells; PC12 HttQ103-GFP aggregates, Acumen cytometry, 40 h; Potency, µM (top dose mostly 46.1 µM), inactives show at the highest dose activity change, negative = inhibition, most hits filed as inhibitors; actives 1.1% (n = 220,000); AID 1688; further: on the % scale 0 is the no-effect control and ±100 the full control effect; nearly all actives have a fitted effect of over 60% in size
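PC12 cells stably carrying ecdysone-inducible HTT exon 1 Q103–GFP were induced with tebufenozide (100 nM final) and treated with library compounds in titration. GFP aggregates in lysates were counted by laser scanning cytometry.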
SMN2 splice enh: enhancers of SMN2 splice variant expression; HEK293 SMN2-luciferase splicing reporter, luminescence, 30-36 h; Potency, µM (doses to about 46.1 µM), without a hit: at the top dose activity change, positive = activation, most hits filed as activators; actives 2.8% (n = 210,000); AID 1458; further: % of control where 0% means no effect; nearly all actives have a fitted effect of over 55% in size
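HEK293 cells carry an SMN2 […]–luciferase reporter in which exon 7 inclusion puts luciferase in frame. Cells were plated 10-12 h before compound addition, then incubated 30-36 h at 37C. ONE-Glo luminescence was read; sodium butyrate at 4.5 mM final served as control.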
HTT ATP protect: cytoprotection in Huntington HTT-Q103 PC12 cell model; PC12 HTT-Q103 induced, cytoprotection, ATP luminescence, 40 h; Potency, µM (series often up to 56.4 µM), without a hit: cytoprotection (ATP increase), usual class: activators; actives 0.14% (n = 230,000);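 further: % of control where 0% means no effect; nearly all actives have a fitted effect of over 45% in size; toxic huntingtin expression switched on by the ecdysone agonist tebufenozide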
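PC12 cells with ecdysone-inducible HTT exon 1 Q103-GFP, induced with 100 nM tebufenozide and co-treated with library compounds in a dose series (1536-well, 1500 cells/well). Cytoprotection read as ATP content by ATPlite luminescence.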
Tau fluor cs: counter-screen for tau fibril formation inhibitors | Potency, µM (top dose mostly 57.7 µM), inactives show at the highest dose activity change, negative = decrease | actives 0.93% (n = 280,000) | tau K18 P301L Alexa594 fluorescence, heparin fibrillization; further: on the % scale 0 is the no-effect control and ±100 the full control effect; nearly all actives have a fitted effect of over 55% in size
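Human K18 P301L tau (15 uM unlabeled plus 0.24 uM Alexa 594-labeled, final) in 100 mM sodium acetate pH 7 was mixed with compound and 20 uM heparin and incubated 6 hr at 37 C.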
ALDH1A1 inh: inhibitors of human aldehyde dehydrogenase 1A1; P00352; Purified ALDH1A1, NADH fluorescence, propionaldehyde substrate; Potency, µM (series often up to 75.3 µM), without a hit: top-dose activity, negative = inhibition, hits mostly inhibitors; actives 7.3% (n = 220,000); AID 1030; active means well fitted inhibition curve with a large enough effect, not every such curve was filed as active; inconclusive means small, poorly fitted or top-dose-only effect, or another doubt; inactive means no such curve, though single readings can be large or run the other way;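 further: plate controls were no enzyme wells and a reference inhibitor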
Target sequence (P00352 whole entry, looked up): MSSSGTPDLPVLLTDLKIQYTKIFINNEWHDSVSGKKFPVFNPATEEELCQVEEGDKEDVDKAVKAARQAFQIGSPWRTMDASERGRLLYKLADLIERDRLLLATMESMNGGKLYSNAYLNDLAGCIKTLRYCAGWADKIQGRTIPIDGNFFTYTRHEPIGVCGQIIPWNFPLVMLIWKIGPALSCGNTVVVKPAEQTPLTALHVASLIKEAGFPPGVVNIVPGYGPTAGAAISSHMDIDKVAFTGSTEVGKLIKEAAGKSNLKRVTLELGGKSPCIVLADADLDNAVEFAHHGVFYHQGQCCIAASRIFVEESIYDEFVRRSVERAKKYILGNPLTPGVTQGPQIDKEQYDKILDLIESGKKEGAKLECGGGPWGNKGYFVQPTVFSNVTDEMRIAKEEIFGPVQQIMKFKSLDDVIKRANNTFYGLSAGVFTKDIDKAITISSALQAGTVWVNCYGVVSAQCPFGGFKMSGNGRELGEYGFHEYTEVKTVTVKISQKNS
Tau FP inhib: inhibitors of human tau fibril formation | Potency, µM (top dose mostly 57.7 µM), for inactives: at the highest dose activity, negative = inhibition, usual class: inhibitors | K18 P301L tau heparin fibrillization, Alexa594 FP, 6 h | actives 0.39% (n = 280,000) | AID 1468; further: on the % scale 0 is the no-effect control and ±100 the full control effect; nearly all actives have a fitted effect of over 55% in size
Target sequence (P10636 561-689 P618L limits assumed): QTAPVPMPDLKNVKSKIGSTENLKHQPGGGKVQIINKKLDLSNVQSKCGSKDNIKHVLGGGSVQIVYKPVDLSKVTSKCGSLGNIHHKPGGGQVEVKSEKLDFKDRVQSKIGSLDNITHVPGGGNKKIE
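Heparin (20 uM) drove fibril formation of recombinant tau K18 P301L, 15 uM unlabeled with 0.24 uM Alexa 594 label, for 6 hr at 37 C in 100 mM sodium acetate pH 7. Fluorescence polarization (555/632 nm) read 1 hr after 30 uM ThT.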
Tau fibril ThT: tau fibrillization inhibition (ThT binding). P10636. recombinant tau K18 P301L (four-repeat tau fragment), heparin-induced fibrillization, ThT fluorescence. Potency, µM (doses to about 57.4 µM), for inactives: at the top dose activity, negative = inhibition, most hits filed as inhibitors. actives 2.1% (n = 270,000); further: on the % scale 0 is the no-effect control and ±100 the full control effect; nearly all actives have a fitted effect of over 55% in size
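Heparin-induced (20 uM) aggregation of recombinant human K18 P301L tau, 15 uM unlabeled with 0.24 uM labeled, pH 7 acetate buffer, 6 hr at 37 C with compound. Fibrils quantified by 30 uM ThT fluorescence after 1 hr ambient incubation.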
JMJD2E inh: blocks human JMJD2E demethylase activity | JMJD2E catalytic domain, FDH-coupled NADH fluorescence (FDH is formaldehyde dehydrogenase) | actives 1.6% (n = 230,000) | Potency, µM (titrated, usually from 57.1 µM), for the others: top-dose activity change, negative = inhibition, usual class: inhibitors | B2RXH2 | AID 2147; active means well fitted inhibition curve with a large enough effect, not every such curve was filed as active; inconclusive means small, poorly fitted or top-dose-only effect, or another doubt; inactive means no such curve, though single readings can be large or run the other way;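 further: 0% = wells with enzyme and -100% = buffer wells without enzyme; nearly all actives have a fitted effect of over 50% in size; many of its hits are not listed in these tables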
Target sequence (B2RXH2 1-337 limits assumed): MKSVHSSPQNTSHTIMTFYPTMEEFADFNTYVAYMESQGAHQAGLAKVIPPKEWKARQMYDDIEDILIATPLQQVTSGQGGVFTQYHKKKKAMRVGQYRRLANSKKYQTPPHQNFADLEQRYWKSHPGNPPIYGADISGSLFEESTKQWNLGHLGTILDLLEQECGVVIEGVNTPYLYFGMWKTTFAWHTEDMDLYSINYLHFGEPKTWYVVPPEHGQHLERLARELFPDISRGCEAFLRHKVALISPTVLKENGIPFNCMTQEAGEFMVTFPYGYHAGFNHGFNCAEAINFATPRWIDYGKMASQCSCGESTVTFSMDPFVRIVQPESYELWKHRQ
The depositor's hits bear a star; ? = inconclusive; . = not tested or not shown; [ ] = another dose, or the depositor's remark. Unless noted, the call rests on the fitted dose curve; in most records, active means well fitted curve in the direction sought with a large enough effect; inconclusive means small, poorly fitted or top-dose-only effect, or another doubt; inactive means no such curve, though single readings can be large; an effect the other way counts as inactive or inconclusive. Potency means the concentration at half of the fitted maximal effect. A portion of the library, so the mix of outcomes need not match the whole.

[1] O=C(CN1C(=O)NC2(CCCC2)C1=O)NCCC1=CCCCC1
[2] CCCN(CCC)CCNC(=O)c1cc2c(-c3ccc(Cl)cc3)nn(C)c2s1
[3] Cc1cc(C(=O)CSc2nnnn2-c2ccccc2)c(C)n1-c1ccc2c(c1)OCO2
[4] O=C(CCCN1C(=O)c2cccc3cccc(c23)C1=O)Nc1ccon1
[5] CCOc1ccc(CCNC(c2cccc(Cl)c2)c2nnc(-c3ccccc3)o2)cc1OCC (stereo not given)
[6] COc1ccccc1CN(CC(=O)NCC1CCCO1)C(=O)CNS(=O)(=O)c1ccc(C)cc1 (stereo not given)
[7] CCCCC(=O)OCC(=O)c1cc(C)n(-c2c(C)n(C)n(-c3ccccc3)c2=O)c1C
[8] O=C(c1ccc2ccccc2c1)C1CCCN(C(=O)CN2C(=O)CSC2=O)C1 (stereo not given)

Screen / compound no.,1,2,3,4,5,6,7,8
HTT aggregate,1%,.,1%,4%[9.22 µM],.,8%,11%,0%
SMN2 splice enh,11%,6%,-90%[inhibitor],.,-50%[inhibitor],26%,22%,.
HTT ATP protect,6%,.,.,15%[10 µM],.,-3%,-12%[10 µM],-20%
Tau fluor cs,-2%,?,?,-5%,-15%,-7%,2%,-1%
ALDH1A1 inh,2%,.,0.25µM*,-1%,.,13µM*,9%,?
Tau FP inhib,3%,-9%,-1%,-5%,4%,0%,0%,4%
Tau fibril ThT,-2%,-12%,?,-3%,?,-9%,-3%,3%
JMJD2E inh,-1%,.,1%,?,.,6%,-7%,?

[9] Cc1ccc(-c2cc(C(=O)OCC(=O)Nc3cc(C)on3)c3ccccc3n2)c(C)c1
[10] Cc1ccnc2nc(C(=O)Nc3ccc(S(=O)(=O)N4CCCC4)cc3)nn12
[11] COc1ccc(-c2nc3c(n2O)CCC/C3=N\O)cc1
[12] CCOC(=O)COc1cc(C)c(Cl)cc1C(=O)c1ccn2nc(-c3ccc(OC)cc3)cc2n1
[13] COc1ccc(-n2c(=O)c3ccccc3n(CC(=O)Nc3cc(C)on3)c2=O)cc1OC
[14] COc1ccc2nc(C)cc(Sc3nc4ccccc4s3)c2c1
[15] CCc1cc2c(cc3c(=O)n(CC(=O)NCCc4ccc(OC)c(OC)c4)ncn32)s1
[16] O=C(CC1(O)C(=O)N(CN2CCOCC2)c2ccccc21)c1ccccc1 (stereo not given)

Screen / compound no.,9,10,11,12,13,14,15,16
HTT aggregate,?,-2%[9.22 µM],3%,.,-26%,37%[9.22 µM],.,17%
SMN2 splice enh,.,.,6%,3%,?,.,-2%,11%
HTT ATP protect,-23%[10 µM],19%[10 µM],-15%,.,-13%,?,.,-6%
Tau fluor cs,-21%,-14%,-3%,-3%,-2%,-28%,-24%,5%
ALDH1A1 inh,0%,?,?,.,3%,.,.,?
Tau FP inhib,?,-6%,2%,-18%,2%,?,-3%,0%
Tau fibril ThT,-2%,-12%,-13%,1%,20%,?,?,1%
JMJD2E inh,1%,?,?,.,-2%,?,.,179%[activator]

Part of the list above, in markdown:
| no. | SMILES | HTT aggregate | SMN2 splice enh | HTT ATP protect | Tau fluor cs | ALDH1A1 inh | Tau FP inhib | Tau fibril ThT | JMJD2E inh |
| --- | --- | --- | --- | --- | --- | --- | --- | --- | --- |
| 14 | COc1ccc2nc(C)cc(Sc3nc4ccccc4s3)c2c1 | 37%[9.22 µM] | . | ? | -28% | . | ? | ? | ? |
| 8 | O=C(c1ccc2ccccc2c1)C1CCCN(C(=O)CN2C(=O)CSC2=O)C1 (stereo not given) | 0% | . | -20% | -1% | ? | 4% | 3% | ? |
| 15 | CCc1cc2c(cc3c(=O)n(CC(=O)NCCc4ccc(OC)c(OC)c4)ncn32)s1 | . | -2% | . | -24% | . | -3% | ? | . |
| 5 | CCOc1ccc(CCNC(c2cccc(Cl)c2)c2nnc(-c3ccccc3)o2)cc1OCC (stereo not given) | . | -50%[inhibitor] | . | -15% | . | 4% | ? | . |
| 16 | O=C(CC1(O)C(=O)N(CN2CCOCC2)c2ccccc21)c1ccccc1 (stereo not given) | 17% | 11% | -6% | 5% | ? | 0% | 1% | 179%[activator] |
| 4 | O=C(CCCN1C(=O)c2cccc3cccc(c23)C1=O)Nc1ccon1 | 4%[9.22 µM] | . | 15%[10 µM] | -5% | -1% | -5% | -3% | ? |
| 2 | CCCN(CCC)CCNC(=O)c1cc2c(-c3ccc(Cl)cc3)nn(C)c2s1 | . | 6% | . | ? | . | -9% | -12% | . |

Additional results:
[17] CC1=NN(C(C#N)c2ccc([N+](=O)[O-])cc2)C(C)(C)C1 (stereo not given)
[18] COc1ccccc1N1CCN(C(=O)c2ccc3c(Cl)c4c(nc3c2)CCCC4)CC1
[19] CCc1cccc(NC(=O)Cc2ccc(OC)c(OC)c2)c1
[20] O=c1cc(N2CCCCC2)c(-c2ccccc2)nn1Cc1ccc(Cl)cc1
[21] CC(C)OC(=O)c1c(NC(=O)Cn2cnc([N+](=O)[O-])n2)sc2c1CCCC2
[22] O=C(CNS(=O)(=O)c1ccccc1)N1CCCC1
[23] CS(=O)(=O)c1nc(S(=O)(=O)c2ccc(Cl)cc2)c(NCc2ccccn2)s1
[24] CCOC(=O)c1cnc(-c2ccccc2)nc1-c1ccccc1

Screen / compound no.,17,18,19,20,21,22,23,24
HTT aggregate,11%[9.22 µM],-19%,?,-7%,-2%,-5%,-6%,-8%
SMN2 splice enh,.,-21%,-74%[inhibitor],-21%,-11%,-31%[inhibitor],.,-33%[inhibitor]
HTT ATP protect,9%[10 µM],.,33%[10 µM],13%,3%[10 µM],?,-1%,-40%
Tau fluor cs,-15%,?,13%,-2%,-13%,1%,-13%,?
ALDH1A1 inh,.,?,9%,0%,13µM*,1%,-6%,?
Tau FP inhib,1%,-3%,-5%,8%,-6%,-1%,-9%,1%
Tau fibril ThT,?,?,9%,?,12%,5%,-6%,?
JMJD2E inh,-10%,-13%,3%,8%,3%,0%,4%,-11%

[25] COC(=O)c1ccc2c(=O)n(CCO)c(=S)[nH]c2c1
[26] COc1cc(NC(=O)N2c3ccccc3Sc3ccccc32)cc(OC)c1
[27] CCNC(=O)COC(=O)c1ccc(S(=O)(=O)N2CCCCCC2)cc1
[28] Cc1ccc(-c2cn(-c3ccc(SC(F)F)cc3)c3[n+]2CCC3)cc1
[29] Cc1ccc(CNC(=O)c2cc(C)nn2-c2ccccc2)cc1
[30] CC(C)CCOC(=O)C1C(c2ccccc2)C(C(=O)O)C1c1ccccc1 (stereo not given)
[31] Cn1c(-c2ccc3c(c2)OCO3)cnc1N
[32] Cc1c(NC(=O)C2CC(c3cccc(Br)c3)=NO2)c(=O)n(-c2ccccc2)n1C (stereo not given)

Screen / compound no.,25,26,27,28,29,30,31,32
HTT aggregate,16%,.,2%,1%,6%[9.22 µM],24%,-1%,1%
SMN2 splice enh,15%,-13%,-2%,.,.,-9%,11%,-13%
HTT ATP protect,6%[0.074 µM],.,-27%,-10%[10 µM],11%[10 µM],7%,13%[10 µM],-12%
Tau fluor cs,1%,-21%,-8%,-1%,-5%,-1%,-11%,-4%
ALDH1A1 inh,-11%,.,?,-1%,.,8%,0%,1%
Tau FP inhib,2%,-10%,-3%,1%,0%,-2%,3%,-4%
Tau fibril ThT,-5%,-2%,-13%,3%,-4%,-10%,?,-7%
JMJD2E inh,-9%,.,0%,14%,6%,5%,20%,-9%

[33] Cc1ccc2nc(NC(=O)COC(=O)CSc3nc(C)cc(C)n3)sc2c1
[34] Cc1cc(C)nc(N2C(=O)CC(Cc3ccc(Cl)cc3)C2=O)n1 (stereo not given)
[35] COC(=O)CN(c1ccccc1F)S(=O)(=O)c1ccc(C)cc1
[36] O=C(CCSc1nc(-c2ccco2)cc(C(F)(F)F)n1)Nc1ccc2c(c1)OCO2
[37] COC(=O)C1CCN(C(=O)COC(=O)CC(NC(C)=O)c2ccccc2)CC1 (stereo not given)
[38] CC1(OC(=O)c2cnc3ccccc3n2)C(=O)C=C2C=C3CCCN3C=C2C1=O (stereo not given)
[39] CCOc1ccc(C(=O)SC2=NCCS2)cc1
[40] CCOC(=O)C1CCCN(C(=O)/C=C/c2cccc([N+](=O)[O-])c2)C1 (stereo not given)

Screen / compound no.,33,34,35,36,37,38,39,40
HTT aggregate,1%,-5%[9.22 µM],-4%[9.22 µM],-10%,4%,.,-4%,14%
SMN2 splice enh,21%,4%,.,-5%,-11%,-1%[9.22 µM],-3%,-9%
HTT ATP protect,-8%,-5%[10 µM],3%[10 µM],0%[10 µM],4%,0%[10 µM],-3%,-6%
Tau fluor cs,6%,14%,-10%,?,-10%,-7%[11.6 µM],-16%,-3%
ALDH1A1 inh,13µM*,4%,-8%,7%,-2%,0%[13.5 µM],6%,2%
Tau FP inhib,0%,12%,-11%,10%,6%,-10%[11.6 µM],-1%,2%
Tau fibril ThT,9%,6%,-13%,?,-13%,-3%[11.5 µM],?,-3%
JMJD2E inh,6%,10%,?,6%,0%,10%[11.4 µM],-3%,2%

[41] COc1cc(-c2nc3nc(C)cc(C)n3c2Nc2ccc(Cl)cc2)ccc1O
[42] CC12CCC(C(=O)O)(c3nc(C#N)c(C#N)nc31)C2(C)C (stereo not given)
[43] COc1cc(C(F)(F)F)nc(-c2ccccn2)n1
[44] Cn1c(=O)c2cc(S(=O)(=O)NCCC(=O)NCCC3=CCCCC3)ccc2n(C)c1=O
[45] CN(C)C(=O)c1sccc1Oc1ccc(F)cc1[N+](=O)[O-]

Screen / compound no.,41,42,43,44,45
HTT aggregate,.,?,-4%,-5%,7%
SMN2 splice enh,2%,5%,20%,-14%,4%
HTT ATP protect,.,10%,-21%,-4%,-33%[inhibitor]
Tau fluor cs,?,-1%,2%,-2%,-14%
ALDH1A1 inh,.,7%,10%,-4%,5%
Tau FP inhib,10%,-1%,1%,-9%,4%
Tau fibril ThT,?,-16%,-2%,-2%,-14%
JMJD2E inh,.,10%,5%,-4%,1%
